esBAF inh – Bmi1 luciferase reporter increase in mESCs, primary screen, esBAF inhibitor project, mouse ES cells, Bmi1 luciferase knock-in, single point | 24 h; 100% = twice the neutral-well signal | reporter increase, % at 12.5 µM | hit rate 2% among 350,000 | AID 602393, 2012; in the data active = activation above about 40%; inconclusive = no clear call, values can overlap the other calls;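 also: 0% = median of the plate's neutral control wells and 100% = double that signal; a rise in the Bmi1 reporter signal indicates esBAF inhibition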
RAD54 inh – inhibitors of human RAD54 branch migration, primary screen, biochemical, fluorescence, single point | hit rate 0.14% among 360,000 | DNA repair and recombination protein RAD54-like (Homo sapiens), Q92698 | RAD54 Holliday junction branch migration, FAM/BHQ fluorescence | inhibition, % at 10.4 µM;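 active = mean normalized replicate activity at least 40 and at least half of replicates scoring 40 or more; inconclusive = only one of the two criteria met; inactive = mean below 40 and under half of replicates reaching 40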;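 also: 0% = median of neutral control wells and 100% = median of positive control wells; inhibitors cause a drop in the FAM fluorescence signal; in these data hits start at about 50%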
Target sequence (Q92698 whole entry, looked up): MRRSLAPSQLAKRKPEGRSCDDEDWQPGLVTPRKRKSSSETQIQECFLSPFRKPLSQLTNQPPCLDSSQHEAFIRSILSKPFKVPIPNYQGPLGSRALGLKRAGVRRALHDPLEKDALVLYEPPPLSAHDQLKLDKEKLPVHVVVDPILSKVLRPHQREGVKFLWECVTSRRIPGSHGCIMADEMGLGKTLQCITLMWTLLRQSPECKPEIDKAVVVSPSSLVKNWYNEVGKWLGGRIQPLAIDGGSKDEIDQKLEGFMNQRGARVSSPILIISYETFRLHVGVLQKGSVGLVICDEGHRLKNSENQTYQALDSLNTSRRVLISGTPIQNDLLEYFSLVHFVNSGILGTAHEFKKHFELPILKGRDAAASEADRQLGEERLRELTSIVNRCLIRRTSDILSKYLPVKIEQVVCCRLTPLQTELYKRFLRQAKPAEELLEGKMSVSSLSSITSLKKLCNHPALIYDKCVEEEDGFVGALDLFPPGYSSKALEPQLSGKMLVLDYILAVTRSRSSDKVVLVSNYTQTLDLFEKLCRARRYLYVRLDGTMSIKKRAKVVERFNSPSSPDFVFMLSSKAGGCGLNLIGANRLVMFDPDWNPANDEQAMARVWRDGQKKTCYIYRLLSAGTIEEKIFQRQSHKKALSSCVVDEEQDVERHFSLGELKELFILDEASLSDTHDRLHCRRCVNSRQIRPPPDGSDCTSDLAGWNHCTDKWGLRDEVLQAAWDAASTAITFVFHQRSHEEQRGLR
ARNT-TACC3 inh – disruptors of ARNT/TACC3 protein interaction, primary screen, biochemical, AlphaScreen, single concentration. Transforming acidic coiled-coil-containing protein 3 (Homo sapiens), Q9Y6A5. inhibition, % at 9.99 µM. AlphaScreen His-ARNT PAS-B/GST-TACC3 binding, luminescence; TACC3 fragment carries E629A point mutation. AID 623870, 2012. hit rate 0.66% among 390,000;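 active = mean inhibition of replicates at least 50% and at least half of replicates each reaching 50%; inconclusive = half or more replicates reach 50% but mean below 50%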;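 also: 0% = complete ARNT plus TACC3 wells and 100% = ARNT alone without TACC3; many hits fall short of the cut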
Starred values were filed as active, the others as inactive; ? = inconclusive. This is a subset. The share of hits here may be higher or lower than overall.

canonical_smiles	esBAF inh	RAD54 inh	ARNT-TACC3 inh
CC1(C)CC(=O)C2=C(C1)OC(/N=C/N1CCOCC1)=C(C#N)C2c1ccccc1 (stereo unspecified)	10.8	-5.0	-0.3
Cc1ccc(-c2c3c(=O)n(C)c(=O)n(C)c3cn2-c2ccccc2O)cc1	4.8	-3.4	-5.7
O=C(CCSc1ccc(F)cc1)Nc1ccc(-n2cnnn2)cc1	-3.9	-7.6	-1.6
CN1CC(=O)Nc2ccc(F)cc2C1=O	-8.2	-0.1	0.2
Cc1ccc(-n2ncc3c(=O)[nH]c(SCC(=O)N4CCOCC4)nc32)cc1	-10.3	-12.3	-5.5
Cc1ccc(NCN2C(=O)C3C4C=CC(C4)C3C2=O)cc1 (stereo unspecified)	10.4	-6.6	1.6
CCN1C(=NCCc2cccs2)N[C@@H](c2cccs2)C(C(=O)OC)=C1C	-10.9	21.0	6.1
CNc1nc(-c2c[nH]c3ccccc23)cs1	10.8	4.9	-57.9

Next entries.
canonical_smiles	esBAF inh	RAD54 inh	ARNT-TACC3 inh
CCC(=O)Nc1ccc(N2CCN(Cc3ccccc3F)CC2)cc1	-3.5	-4.6	-2.8
CN1C(=O)c2ccc(C(=O)NC3CCCCC3)cc2C1=O	-5.9	-20.5	1.3
CCCCCC#CCC#CCC#CCC#CCCCC(=O)O	-1.7	-13.2	-9.8
COC(Cc1n[nH]c(=S)n1-c1ccc(Cl)cc1)OC	-5.2	-21.9	50.9*
O=C(C1CCC1)N1CCc2cc(S(=O)(=O)NCc3ccco3)ccc21	9.3	-8.2	-2.4
COC(=O)c1cccc(Nc2nc3ccccc3nc2C)c1	11.6	-8.6	-0.1
CN(C)S(=O)(=O)c1ccc(C(=O)NCCSc2ccccc2)cc1	53.4*	-2.3	-7.9
COc1cc2c(cc1OC)C1(CCCC1)C(N)=C2C#N	-13.2	-0.1	4.0

More records follow.
canonical_smiles	esBAF inh	RAD54 inh	ARNT-TACC3 inh
CCc1nnc(NC(=O)c2ccc(Cl)c(S(=O)(=O)N3CCc4ccccc43)c2)s1	11.1	-0.8	0.8
CCOC(=O)c1c(N)sn(-c2ccccc2)c1=S	-5.0	0.8	-10.9
CCCn1c(SCC(N)=O)nnc1-c1ccco1	-4.3	8.2	-5.8
COc1ccc(S(=O)(=O)NCC2CCC(C(=O)N3CCC4(CC3)OCCO4)CC2)cc1 (stereo unspecified)	-4.0	3.1	-3.2
CS(=O)(=O)N1CCC(C(=O)Nc2cccc(C(F)(F)F)c2)CC1	-5.9	-8.0	-2.7
CCOC(=O)c1c(-c2ccccc2)nc2ccc(Cl)cn12	7.3	-1.3	-7.4
CC(=O)Nc1ccccc1-c1nc2ccccc2nc1OCC(=O)c1ccc(Br)cc1	-4.3	-1.6	-3.6
Cc1cccc(C)c1N(CC(=O)Nc1cc(Cl)ccc1Oc1ccccc1)S(C)(=O)=O	2.7	0.0	2.0

(listing goes on)
canonical_smiles	esBAF inh	RAD54 inh	ARNT-TACC3 inh
CC(=O)Nc1ccc(OCC=C(Cl)Cl)cc1	7.8	13.0	-4.0
CC(CO)Nc1nc(SCc2ccccc2)nc2sc3c(c12)CCC3 (stereo unspecified)	0.6	-6.6	3.2
CCOC(=O)/C(=C/c1c[nH]c2ccccc12)NC(C)=O	-5.3	-3.5	-21.9
CCOC(=O)c1sc2nccc(N(C)C)c2c1N=CN(C)C	-9.0	0.5	-3.3
COc1ccc(CN2C(=O)CCC2(C)C(=O)NC2CCCCC2)c(OC)c1 (stereo unspecified)	0.8	7.1	25.0
O=C(O)/C=C\C(=O)NCc1ccccc1	-6.3	-3.7	-3.9
CC1CC1C(=O)Nc1nc(-c2ccccn2)cs1 (stereo unspecified)	51.0*	2.2	61.7*
COc1ccc(N2C(=O)CSC23C(=O)N2CCCc4cccc3c42)cc1 (stereo unspecified)	3.9	-6.3	6.0

Other results
canonical_smiles	esBAF inh	RAD54 inh	ARNT-TACC3 inh
CN1CCN(Cc2c(O)ccc3c2oc(=O)c2ccccc23)CC1	14.3	61.1*	9.7
Cc1ccccc1C(=O)c1cccn1CC(=O)NCc1ccco1	-1.3	-0.9	1.0
Cc1ccc(S(=O)(=O)ON=C2CCN(S(=O)(=O)c3ccccc3)CC2)cc1	5.5	-10.8	-10.2
Cc1ccccc1S(=O)(=O)NNC(=O)C(=O)NNc1ccccn1	1.6	-0.9	70.2*
O=C(CSc1nc2c(c(=O)n1-c1ccc(Br)cc1)SCC2)Nc1nccs1	2.4	-1.0	7.0
CCOC(=O)N1CCC(NC(=O)CCN2C(=O)C3C4C=CC(C4)C3C2=O)CC1 (stereo unspecified)	-10.4	-5.3	-3.7
Cc1c(C(=O)Nc2ccc(OC(F)(F)F)cc2)sc2nc3n(c(=O)c12)CCC3	-8.1	-3.4	-4.1
c1ccc(CC2CCN(C3=Nc4cccc5cccc3c45)CC2)cc1	9.1	9.6	22.6

Further compounds
canonical_smiles	esBAF inh	RAD54 inh	ARNT-TACC3 inh
C#CCSc1nnc(-c2ccc(C)cc2)o1	?	-2.8	24.6
CCOc1cccc2cc(C(=O)Nc3nccs3)c(=O)oc12	10.4	1.3	6.9
COc1ccc(OC)c(-c2nc3c(C)n[nH]c(=O)c3[nH]2)c1	-0.4	7.4	-9.3
CCOc1cccc(-c2nnc3sc(C4CCCCC4)nn23)c1	-9.8	2.0	0.8
COC(=O)c1c(NC(=O)CC2SCC(C(=O)OC)NC2=O)sc2c1CCCC2 (stereo unspecified)	-1.9	10.1	1.6
CCc1ccccc1NS(=O)(=O)c1cc(C)ccc1OC	-2.7	1.4	-2.0
COc1cccc(-c2nnc(NC(=O)Cc3cccs3)s2)c1	32.7	-7.2	-4.1
COc1cc(C(=O)Nc2nc3ccc(S(=O)(=O)N4CCOCC4)cc3s2)cc(OC)c1OC	5.9	2.0	11.7

Printed as active in ARNT-TACC3 inh, among the entries above:
compound | esBAF inh | ARNT-TACC3 inh
COC(Cc1n[nH]c(=S)n1-c1ccc(Cl)cc1)OC | -5.2 | 50.9*
CC1CC1C(=O)Nc1nc(-c2ccccn2)cs1 (stereo unspecified) | 51.0* | 61.7*
Cc1ccccc1S(=O)(=O)NNC(=O)C(=O)NNc1ccccn1 | 1.6 | 70.2*

Random excerpt: 2 entries already listed, in no set order.
canonical_smiles	esBAF inh	RAD54 inh	ARNT-TACC3 inh
O=C(C1CCC1)N1CCc2cc(S(=O)(=O)NCc3ccco3)ccc21	9.3	-8.2	-2.4
COC(=O)c1cccc(Nc2nc3ccccc3nc2C)c1	11.6	-8.6	-0.1

Additional records follow:
canonical_smiles	esBAF inh	RAD54 inh	ARNT-TACC3 inh
COc1ccc(CN(CC2CCCO2)C(=O)CN2C(=O)COc3ccccc32)cc1OC (stereo unspecified)	-7.7	-10.3	-13.3
CSc1cc(-c2ccc(Cl)cc2)c(C(=O)NN)s1	4.7	-2.9	-4.2
Nc1cc(N)nc(SCC(=O)Nc2ccc(Br)cc2Cl)n1	39.2	2.3	-2.4
Cn1cc(/C=N/n2cnc3scc(-c4ccc(Cl)cc4)c3c2=O)c2ccccc21	-6.5	9.2	1.1
Cc1noc(NS(=O)(=O)c2ccc(N/C=C/C(=O)c3ccccc3)cc2)c1C	15.4	3.9	-9.4
CCC(=O)Nc1cc(C(=O)OCC(=O)c2ccc(Cl)cc2Cl)ccc1C	2.9	10.6	-11.1
Cn1nnnc1SCC(=O)N1c2ccccc2Sc2ccc(Cl)cc21	7.6	-8.0	-4.0
O=C1C2C3C=CC(C3)C2C(=O)N1c1cccc2cccnc12 (stereo unspecified)	2.7	-7.8	-3.3

Next structures follow.
canonical_smiles	esBAF inh	RAD54 inh	ARNT-TACC3 inh
Cn1nnnc1SCC(=O)Nc1ccccc1Cl	-9.5	-6.0	-5.6
CC(=O)Nc1cccc(NC(=O)CCn2cnc3cc(C)c(C)cc32)c1	1.3	0.9	-0.4
O=C(NC12CC3CC(CC(C3)C1)C2)C1CCCN1C(=O)NC1CCCCC1 (stereo unspecified)	7.5	2.0	-2.7
CCc1nc(N2CCOCC2)c(C#N)c2c1COC(C)(C)C2	-9.5	-6.9	-2.7
CC(C)CN(C(=O)COC(=O)Cc1n[nH]c(=O)c2ccccc12)C1CCS(=O)(=O)C1 (stereo unspecified)	-8.8	-27.2	1.4
CC(Oc1ccc(Cl)cc1Cl)C(=O)OCn1nnc2ccccc2c1=O (stereo unspecified)	-3.8	-1.5	-0.7
CCCC(=O)Nc1cc(C)c(NC(=O)c2ccncc2)cn1	-1.3	4.0	1.8
O=C(Nc1cc(C(F)(F)F)ccc1-n1cncn1)c1ccc(-c2ccccc2)cc1	-0.6	0.3	-3.6

Continued:
canonical_smiles	esBAF inh	RAD54 inh	ARNT-TACC3 inh
O=C(NCCCn1ccnc1)Nc1cccc(Cl)c1	4.3	0.9	60.9*
COc1ccc(CC(=O)NCc2nnc(SCC(=O)N3CCN(c4ccccc4)CC3)n2C)cc1	-3.3	0.9	-4.4
CCNCC(=O)N1c2ccccc2CCc2ccc(NC(=O)OCC)cc21	4.1	3.7	5.3
Cc1cccc(C(=O)Nc2cccc(C(=O)N3CCOCC3)c2)c1	11.5	2.4	-12.0
CCN(CC)CCNC(=O)CS(=O)Cc1nc(-c2ccc(C)cc2)oc1C (stereo unspecified)	-2.1	3.0	-2.1
O=C1CN(C(=O)c2ccc(Br)o2)C(c2ccc(F)cc2)c2cc(Cl)ccc2N1 (stereo unspecified)	14.8	-2.0	12.8
CC1CCc2nc(NC(=O)CN3CCN(c4ccc(F)cc4)CC3)sc2C1 (stereo unspecified)	2.4	-1.7	1.2
CN(Cc1ccccc1)Cc1ccccc1F	0.3	8.0	21.8

Continued:
canonical_smiles	esBAF inh	RAD54 inh	ARNT-TACC3 inh
C=CCOC(=O)C1=C(C)Nc2nnnn2C1c1cc(OC)ccc1OC (stereo unspecified)	5.2	0.6	-0.6
O=C(O)CCC(=O)c1ccc2c(c1)OCCCO2	5.4	-2.3	-0.1
O=C(Nc1ccccc1Cl)c1cc(S(=O)(=O)N2CCOCC2)cs1	-1.2	5.8	1.4
CCC1CCCCN1C(=O)Cn1c(C(=O)OC)cc2sc(Cl)cc21 (stereo unspecified)	-5.0	-9.0	-1.1
Cn1c(C(=O)N2CCCC(C(=O)O)C2)cc2sccc21 (stereo unspecified)	8.5	-0.1	-13.5
Cc1ccc(C(=O)CSc2nnc(-c3c[nH]c4ccccc34)o2)cc1	0.1	-14.3	-10.2
NC(=O)c1cnn2c(C(F)(F)F)cc(-c3ccc(F)cc3)nc12	-4.5	10.4	16.5
CCc1nc2sc(C#N)c(N)c2c2c1CCCC2	-2.6	-5.7	-6.6

The list goes on:
canonical_smiles	esBAF inh	RAD54 inh	ARNT-TACC3 inh
Cc1cc(NCc2ccco2)n2c(nc3ccccc32)c1C#N	-0.9	-23.3	26.6
CCOc1cc(N2CCOCC2)c(OCC)cc1NC(=O)CN1C(=O)NC2(CCc3ccccc32)C1=O (stereo unspecified)	1.8	-9.5	6.4
CCOC(=O)c1ccc(S(=O)(=O)N2CCN(CC(=O)NC(=O)NC(C)(C)C)CC2)cc1	-3.0	-1.4	5.5
CN(C)CCOC(=O)C1(c2ccccc2)CCCC1	-7.7	4.3	7.1
CCOc1ccc2nc(NC(=O)CSc3nnc(-c4ccncc4)n3CC3CCCO3)sc2c1 (stereo unspecified)	?	-1.5	-2.5
Cc1cc(C)c(C(N)=O)c(Nc2cccc3ccccc23)n1	-8.5	-2.5	68.1*
COc1ccc(C2C(C(=O)N3CCN(c4ccccc4)CC3)c3ccccc3C(=O)N2C)cc1OC (stereo unspecified)	3.8	-8.3	2.3
CCOc1ccc(C(=O)Nc2ccc(N3CCN(C)CC3)cc2)cc1Br	32.5	-3.4	1.3

(further entries)
canonical_smiles	esBAF inh	RAD54 inh	ARNT-TACC3 inh
Cc1ccc(NC(=O)N/C=C/c2ccco2)cc1	-2.1	-9.6	0.3
Cc1ccc(C2CC(c3ccccc3)=NN2C(=O)CSc2nnc(-c3ccc(Cl)cc3)o2)o1 (stereo unspecified)	-1.1	-16.2	15.2
CC(=O)NN1C(=O)/C(=C\c2ccccc2)SC1=S	-10.6	10.3	-4.5
C=C(C)Cn1c(SCCCO)nc2c1c(=O)[nH]c(=O)n2C	-1.6	14.4	8.2
Cc1cccc(NC(=O)C2C3C=CC(C4CC34)C2C(=O)O)c1 (stereo unspecified)	5.7	-6.6	-4.4
Cc1ccc(NCC(=O)c2ccccc2)cc1Cl	34.6	3.4	-4.3
CCc1ccc(NC(=O)N(CCCOC(C)C)C2CCN(C(C)=O)CC2)cc1	9.7	1.5	-0.8
O=C(CSc1nccn1-c1ccccc1)c1ccc(Cl)cc1	10.7	-3.0	1.9

Other structures follow.
canonical_smiles	esBAF inh	RAD54 inh	ARNT-TACC3 inh
Cc1ccc(C(=O)OC2CCS(=O)(=O)c3sccc32)cc1 (stereo unspecified)	6.0	0.1	-1.6
CN(CC(=O)Nc1ccccc1Br)Cc1nc2ccccc2c(=O)[nH]1	-4.5	2.9	2.3
Cc1ccc(SCC(=O)NCCC2=CCCCC2)cc1	32.6	2.8	-0.8
Cc1nn(Cc2ccccc2)c2c1C(c1ccco1)C(C#N)=C(N)O2 (stereo unspecified)	-9.7	-3.7	4.4
COCCn1cnnc1SCC(=O)c1ccc(S(=O)(=O)N2CCCC2)cc1	9.0	-10.4	5.0
O=C1c2ccccc2NC(c2cnc3ccccc3n2)N1O (stereo unspecified)	-38.9	3.4	3.2
